FN deposit inh: fibronectin deposition inhibition; AH1F fibroblasts, Alexa488-fibronectin deposition fluorescence, overnight; inhibition, % at 12.6 µM; actives 0.086% (n = 350,000);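 active = mean inhibition across replicates of 30% or more, regardless of how many single replicates reach that level; inconclusive = mean under 30% yet at least half of replicates reach 30%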;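 also: positive control wells lacked labelled fibronectin entirely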
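Assay system: AH1F fibroblast monolayer, labelled fibronectin deposition. Amount: 10000 cells per well. Also added: labelled fibronectin 24 nM. Compound: single-point pinned compound. Incubation: cell attachment 1 h, compound and FN exposure overnight. Detection: fluorescence after three HBSS washes, excitation 485 nm, emission 525 nm. Read-out: inhibition of fibronectin deposition signal.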
Cneo AK release: Cryptococcus neoformans lysis via adenylate kinase release; C. neoformans lysis, adenylate kinase release luminescence, 4 h; normalised: neutral wells 0, clomiphene wells 100; lysis activity, % at 15 µM; actives 0.2% (n = 360,000); AID 651654;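 active = mean lysis activity across replicates of at least 80%, whatever share of replicates individually reach that level; inactive = mean lysis activity below 80%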
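Assay system: C. neoformans cells. Amount: yeast cell density of 5 × 10^6 cells/mL. Technique: AK luminescence. Buffer or medium: YPD. Times: static 4 h at 37 °C with compound, 1 h detection. Dosing: single-point compound dose. Read-out: lysis from increased AK signal.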
INS-1E GSIS act: primary screen for activators of insulin secretion dependent on glucose, INS-1E cells, GLuc reporter luminescence | INS-1E GLuc reporter insulin secretion, 2-3 h | activation, % at 16.6 µM | actives 0.61% (n = 370,000);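 active = lowest replicate activation of at least 40%, so every replicate reaches that level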;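 also: 0% = median of neutral control wells and 100% = median of IBMX positive control wells; some compounds called inactive have numbers as strong as hits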
CFTR F508del cor: CFTR F508del correction in bronchial cells | actives 0.36% (n = 350,000) | activity (quench increase), % at 7.58 µM | CFBE cells, YFP halide quenching; stimulated with forskolin plus potentiator P3; % fluorescence drop versus neutral controls;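 active = mean added fluorescence quench of at least 8% versus neutral control, with both replicates also reaching 8%; inconclusive = only one of the mean or replicate conditions met; inactive = mean below 8% and not both replicates reaching 8%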;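 also: cells transiently co-express mutant CFTR-F508del with the halide-sensitive YFP; corrector assay measuring rescue of mutant channel to the surface after 24 h compound exposure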
PGC1a acetyl inh: modulators of PGC1a acetylation | inhibition, % at 15.6 µM | U2OS PGC1a acetylation, AlphaScreen anti-acetyl-lysine; with virally co-expressed GCN5 acetyltransferase | actives 0.17% (n = 350,000) | AID 651687;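 active = every replicate shows inhibition of at least 40%; inconclusive = mean inhibition at least 40% but some replicate below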;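 also: 0% = neutral control wells and 100% = positive control wells; some results beyond the cut were filed as inactive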
PglD DTNB: blocks C. jejuni PglD acetyltransferase activity. purified PglD enzyme, DTNB colorimetric CoA detection. AID 602405. inhibition, % at 12.5 µM. actives 0.098% (n = 360,000); in the data active = inhibition above about 16%, passing the limit was not always enough; inconclusive = no clear call, values can overlap the other calls; also: strong numbers were not always called active
C2C12 statin: protects C2C12 myotubes from simvastatin toxicity; ATP luminescence, 48 h; scaled: DMSO 0, geranylgeraniol control 100; rescue of ATP level, % at 7.49 µM; actives 0.78% (n = 330,000);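 active = mean ATP rescue above about 67%, or every replicate alone reaching that limit, limit read from the data, passing the limit was not always enough; inconclusive = no clear call, values can overlap the other calls; inactive = mean under the limit and some replicate under it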;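 also: myotubes were challenged with 10 µM simvastatin during compound exposure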
miR-122 sensor: miR-122 inhibition in Huh7 cells | Huh7 miR-122 Renilla luciferase sensor, 48 h; neutral wells = 0, positive control = 100 | activation (reporter increase), % at 12.5 µM | actives 0.3% (n = 340,000) | AID 602342;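 active = mean replicate activation score at least 90 and every replicate individually at or above 90; inconclusive = only one of the two criteria met; inactive = neither criterion met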;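 also: higher luciferase means less miR-122 activity so hits act as miR-122 inhibitors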
Active calls of the source: *; ? = inconclusive; · = not tested or not shown; & = joins results of further samples; [ ] = dose if it differs, or a comment.

SMILES	FN deposit inh	Cneo AK release	INS-1E GSIS act	CFTR F508del cor	PGC1a acetyl inh	PglD DTNB	C2C12 statin	miR-122 sensor
C[C@@H]1CN([C@H](C)CO)C(=O)c2cc(NS(=O)(=O)c3ccc(Cl)cc3)ccc2O[C@@H]1CN(C)S(=O)(=O)c1ccc(F)cc1	·	4	-21	-0.7	-4	1	4	35[16.7 µM]
O=C(Nc1ccccc1)/C(=C/c1cccc(Br)c1)NC(=O)c1ccco1	2	·	-1	0.0	-11	·	16	-14
O=C(c1cc2cc(Br)cc(Br)c2oc1=O)N1CCOCC1	4	-1	-1	1.0	·	2	-5	·
C/C=C/c1ccc([C@@H]2[C@@H](CN(CC)C(C)=O)N(Cc3cccnc3)[C@H]2CO)cc1	3	3	0	-1.4	-2	3	3	8[16.7 µM]
N#CCCn1cc(CNCc2ccccc2)c(-c2cccc([N+](=O)[O-])c2)n1	4	·	11	-0.6	-4	·	0	20
O=C1CCN(S(=O)(=O)c2ccc(Cl)cc2)CCN1	1	0	-7	-4.4	1	-1	-8	-4
c1ccc(N2CCN(c3ncnc4sc5c(c34)CCC5)CC2)cc1	·	1	·	·	16	-1	·	-5
COc1ccccc1-c1cnc(C(O)c2ccc(F)c(F)c2)[nH]1 (stereo not given)	1	-1	·	1.0	·	2	8	10
Cc1noc2ncnc(SCc3ccc(C(F)(F)F)cc3)c12	-8	20	0	4.0	-11	3	-2	29
O=C(Nc1ccc(F)cc1)N1CCCCN2[C@@H](CO)[C@H](c3ccc(C#Cc4ccccn4)cc3)[C@@H]2C1	·	-1	-24	0.9	1	-1	·	4[16.7 µM]
Cc1ccccc1S(=O)(=O)N(C)C[C@@H]1OCc2cnnn2CCCC(=O)N([C@@H](C)CO)C[C@H]1C	-5&-6	0&2	2&-1	2.0&2.1&1.7	0&2&0	5&2	-2&6&-6	0
O=C(OC1CCOC1=O)c1ccc(S(=O)(=O)N2CCCCCC2)cc1 (stereo not given)	10	0	·	·	3	0	8	5
COc1cc(C(CCN2CCOCC2)c2c(OC)cc(OC)c3c(C)cc(=O)oc23)cc(OC)c1OC (stereo not given)	0	0	13	4.9	17	4	5	10
COc1ccc(C2(C(=O)c3ccccc3)C(=O)c3ccccc3C2=O)cc1	·	-1	·	·	4	3	·	-2
C[C@H]1CN([C@@H](C)CO)C(=O)c2cc(-c3ccccc3F)cnc2O[C@H]1CN(C)C(=O)C1CCCCC1	·	-1	-15	-0.4	-2	-3	16	4[16.7 µM]

Entries shown so far containing an aryl methoxy group (3):
SMILES	FN deposit inh	Cneo AK release	INS-1E GSIS act	CFTR F508del cor	PGC1a acetyl inh	PglD DTNB	C2C12 statin	miR-122 sensor
COc1ccccc1-c1cnc(C(O)c2ccc(F)c(F)c2)[nH]1 (stereo not given)	1	-1	·	1.0	·	2	8	10
COc1cc(C(CCN2CCOCC2)c2c(OC)cc(OC)c3c(C)cc(=O)oc23)cc(OC)c1OC (stereo not given)	0	0	13	4.9	17	4	5	10
COc1ccc(C2(C(=O)c3ccccc3)C(=O)c3ccccc3C2=O)cc1	·	-1	·	·	4	3	·	-2

Following part
SMILES	FN deposit inh	Cneo AK release	INS-1E GSIS act	CFTR F508del cor	PGC1a acetyl inh	PglD DTNB	C2C12 statin	miR-122 sensor
Cc1ccc(NS(=O)(=O)c2c(C(=O)N3CCCC3)c(C)n(C)c2C)cc1	2	-1	3	0.9	-8	-4	-3	-2
COc1ccc2[nH]cc(CCNC(=S)NCCc3ccccc3)c2c1	-20	2	-8	-2.0	·	5	-12	2
Cc1cc(C)nc(NC(=O)/C=C/c2ccc(Cl)cc2)n1	-7	0	·	-2.1	7	3	3	-4
CCc1c(O)nc(SCc2ccccc2)n(C(C)CC)c1=O (stereo not given)	·	-1	5	1.1	-15	2	-4	6
CCCc1nnc(NC(=O)CN2CCN(C)CC2)s1	-11	-1	·	·	-3	-3	3	1
Cc1ccccc1NC(=O)Cc1nc(COC(=O)COc2ccccc2C(C)C)cs1	-1	-1	0	-4.0	3	-2	-2	-5
CCCCCCCCN1[C@@H](CC(=O)OCC)c2ccc(C(F)(F)F)cc2S1(=O)=O	7	-5	·	-0.8	·	5	-3	·
O=C(Nc1ccccc1Cl)Nc1ccnn1C1CCN(C(=O)c2cscn2)CC1	3	9	5	-1.5	2	-7	-1	1
C=C(C)CSc1nnc(-c2cccc(Cl)c2)n1N	2	-2	·	·	·	1	-7	24
Cc1ccc(C)c(N2CCN(C(=O)C3CCCN(S(=O)(=O)c4c(C)[nH]c(=O)[nH]c4=O)C3)CC2)c1 (stereo not given)	·	15	·	·	4	2	0	-1
COc1ccc(-c2cnc3c(c2)C(=O)N([C@@H](C)CO)C[C@H](C)[C@@H](CN(C)C(=O)NC2CCCC2)O3)cc1	-18	-4	-14	0.5	2	-2	-10	2[16.7 µM]
CC(C)n1cnc2c(Nc3ccc(C(=O)O)cc3)nc(Cl)nc21	-6	-4	·	1.2	·	2	2	·
CCCC(=O)Nc1ccc2c(c1)C(=O)N(C)C[C@H](OC)[C@H](C)CN(Cc1ccc(F)cc1)[C@@H](C)CO2	-4	·	0	-0.7	-34	·	24	0[16.7 µM]
CC(C)(C)CC(=O)Nc1ccc(C(N)=O)cc1	·	1	·	·	-2	-5	4	-4
CCc1nc2ccc(C(=O)Nc3ccc(NC(C)=O)cc3)cc2nc1CC	-2	1	18	-0.9	26	-6	2	3
Cc1cccc(N2C(=O)c3cccc4c(N(C)CCO)ccc(c34)C2=O)c1	·	1	·	·	3	-2	13	-7
CCOC(=O)C1=C(C)NC(C)=C(C(=O)OCC)C1C(=O)OCC(=O)N1c2ccccc2CC1C (stereo not given)	1&13	0	-13&-12	-1.8	-2	1	-2	1
Cc1c(C(=O)N2CCOCC2)sc2ncnc(N3CCc4ccccc4C3)c12	·	-2	·	·	15	11	11	14
CCOC(=O)c1ccc(-n2c(CN3CCC(C(N)=O)CC3)nc3ccc([N+](=O)[O-])cc3c2=O)cc1	4	0	-18	2.7	-1	0	-6	13
O=C(CN1C(=O)C2CCCN2c2ncc(Cl)cc21)NCc1ccc2c(c1)OCO2 (stereo not given)	·	9	·	·	-8	-2	·	2
CCOc1cc(C(=O)N2CCCC2)cc(OCC)c1OCC	·	1	·	·	-29	1	-13	2
COc1ccc(OCC(O)CN2C(=O)c3ccccc3C2=O)cc1 (stereo not given)	-8	0	-4	3.6	·	-3	-1	-3
COc1ccccc1C(=O)N1C[C@H]2[C@@H](c3ccccc31)[C@@H](CO)N2Cc1ccc(F)cc1	·	1	3	-1.6	-7	-3	24	-17[16.7 µM]
COc1ccc(C2CC(c3ccccc3)=NN2C(=O)CN2CCN(Cc3ccccc3)CC2)cc1 (stereo not given)	0	·	5	1.1	-5	·	·	·
COc1ccc(OC)c(CNc2ncc(-c3cccc([N+](=O)[O-])c3)n2C)c1	-4	2	-1	3.9	-15	-8	13	-8
CCOC(=O)N1CCN(C(=O)Nc2ccc3nc(-c4ccccn4)c(-c4ccccn4)nc3c2)CC1	·	-2	·	·	-8	-5	-19	4
CO[C@H]1CN(C)C(=O)c2ccc(NC(=O)c3cccc(F)c3)cc2OC[C@H](C)N(C)C[C@@H]1C	1	·	-11	-4.2	3	·	·	·
CC/C(=N\NC(=O)CNC(=O)/C=C/c1ccc(OC)cc1)c1ccccc1	1	0	7	0.8	0	2	-3	-1
C[C@@H]1CCCCO[C@H](CN(C)Cc2ccccc2)[C@H](C)CN([C@@H](C)CO)C(=O)c2cc(NS(=O)(=O)c3ccccc3)ccc2O1	·	-1	-5	1.1	-12	1	·	5[16.7 µM]
CC(C)c1cc(C(=O)N2CCCC(CCC(=O)N3CCN(c4ccccn4)CC3)C2)no1 (stereo not given)	-4	-2	-5	3.7	0	7	-2	3
CCCC#Cc1cnc2c(c1)C(=O)N([C@@H](C)CO)C[C@H](C)[C@H](CN(C)C(=O)Nc1cc(F)ccc1F)O2	6	3	-8	0.1	0	0	-10	2[16.7 µM]
Cc1cc2ncn(C(=O)c3ccc4c(c3)OCO4)c2cc1C	·	0	·	·	0	6	·	-7
COC(=O)C[C@@H]1CC[C@H]2[C@@H](COc3ccc(NC(=O)Nc4cccc(C#N)c4)cc3C(=O)N2C)O1	4	-7	-9	-3.5	-2	-2	3	3[16.7 µM]
CCCCc1ccccc1NC(=S)NC1CCCC1	·	25	7	3.5	·	-5	14	28
Cc1nn(C)c(C)c1S(=O)(=O)N(CC(=O)N1CCc2ccccc21)c1ccc(C(C)C)cc1	9	-1	5	3.5	-8	1	-16	-8
O=C(Nc1cccc2ccccc12)N1CCCN(c2c(Cl)cncc2Cl)CC1	9	·	-1	-0.4	4	·	20	-5
O=C(Nc1cccc(Cl)c1)Nc1sccc1-c1nc2ccccc2s1	-9	2	·	0.8	7	-5	·	7
C=CCOc1ccc(/C=C2\SC(=Nc3cccnc3)NC2=O)cc1	-1	-2	-4	-0.7	2	2	-1	2
Cn1cc([N+](=O)[O-])c(C(=O)Nc2ccc(Br)cn2)n1	12	0	1	·	21	-1	?	-7
O=C(CSc1nnc(CNC(=O)c2ccccc2F)o1)c1ccccc1	10	1	·	·	-1	-2	22	3
C[C@@H]1CN([C@H](C)CO)C(=O)c2cc(NC(=O)NC3CCCCC3)ccc2O[C@@H]1CN(C)C(=O)Nc1ccccc1	·	-5	-4	1.5	3	5	23	3[16.7 µM]
O=S(=O)(c1ccccc1)N1CCC(O)(CSc2ccccc2)CC1	5	-1	-4	0.6	-5	-3	-9	-14
CC(C)NC(=O)Nc1ccc2c(c1)C(=O)N([C@@H](C)CO)C[C@H](C)[C@@H](CN(C)C(=O)c1ccccc1)OCCCC[C@@H](C)O2	·	-1	3	0.5	7	3	-21	4[16.7 µM]
CC1CC(C)CN(c2nc3c(c(=O)n(C)c(=O)n3C)n2CCSc2nc3ccccc3o2)C1 (stereo not given)	-5	1	·	1.9	7	-2	-5	3
C[C@@H]1CN([C@H](C)CO)C(=O)c2cc(C3=CCCC3)cnc2O[C@H]1CN(C)C(=O)Nc1ccc(F)cc1	-2	1	-18	0.9	-4	0	6	-3[16.7 µM]
CCCC(=O)N1CCC(O)(c2cccc(F)c2)CC1	·	0	-3	-3.0	-2	-8	6	0
Cc1cc(Br)cn2c(Cc3ccsc3)c(-c3cccc(Cl)c3)nc12	·	-1	7	0.2	1	1	12	-3
COc1nccc(C(F)(F)F)c1C(=O)NC(=O)Nc1ccccc1	1	2	2	·	·	-3	10	-4
O=C(CN1C(=O)NC2(CCCCCC2)C1=O)Nc1ccc2c(c1)CCC2	0	-9	-46	3.5	-20	4	7	18
CN(C)S(=O)(=O)N1CCc2ccccc2C1	10	0	·	·	-3	-6	6	-6
COc1ccc(C(=O)Nc2ccc3nc(C)c(C)nc3c2)cc1	16	-3	4	1.9	6	3	-1	1
C[C@H]1CN([C@@H](C)CO)C(=O)c2cccc(NC(=O)c3ccncc3)c2O[C@@H]1CN(C)C(=O)Nc1cccc2ccccc12	·	1	24	1.7	5	-2	-5	12[16.7 µM]
CO[C@@H]1CN(C)C(=O)c2ccc(NS(=O)(=O)c3cn(C)cn3)cc2OC[C@H](C)NC[C@H]1C	17	-1	2	-2.0	17	2	12	·

Bioassay records: PubChem, Broad Institute
